# Screens deposited in PubChem by National Center for Advancing Translational Sciences (NCATS).
# HepG2 viability – kills HepG2 cells in TGF-b inhibitor counter-screen | HepG2 CAGA-GFP viability, ATP luminescence, 18 h | hit rate 0.76% among 410,000 | Potency, µM (highest dose often 46.1 µM), without a hit: top-dose activity change, negative = cytotoxicity, most hits filed as cytotoxic; further: potency means the concentration at half of the fitted maximal effect; some results filed as inactive show a strong effect at the top dose
#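 HepG2 CAGA-GFP cells (1000/well, DMEM with 1% FBS) received compound, then TGF-beta at 500 pg/mL final, and were incubated 18 hours at 37 degrees C. Viability was read by CellTiter-Glo luminescence. Media-only wells were set as complete cell-killing and DMSO as no toxicity.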
# HT1080NT lethal – kills 2HG-producing HT-1080-NT fibrosarcoma cells. hit rate 1.6% among 360,000. Potency, µM (top dose mostly 46.1 µM), for inactives: top-dose activity, negative = less viability, most hits filed as cytotoxic. AID 686970. HT-1080-NT fibrosarcoma viability, CellTiter-Glo ATP luminescence, 48 h;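 further: NT is the 2HG producing partner of a matched IDH1 knockdown line; potency means the concentration at half of the fitted maximal effect; 0% = DMSO-treated cells and -100% = media-only wells without cells; nearly all actives have a fitted effect of over 55% in size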
#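 Viability of the 2HG-overproducing fibrosarcoma line after 48 hours of compound exposure at 37 degrees C was determined by luminescence with CellTiter-Glo, and concentration-effect curves were then fitted and categorized.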
# HT1080 IDH1KD tx – HT-1080 IDH1 knockdown cell toxicity (counter line); Potency, µM (highest dose often 46.1 µM), for the others: top-dose activity, negative = toxicity, hits mostly cytotoxic; hit rate 2% among 360,000; HT-1080 IDH1 knockdown viability, ATP luminescence, 48 h;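 further: potency means the concentration at half of the fitted maximal effect; 0% = DMSO wells and -100% = cell-free medium wells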
#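 Knockdown cells (IDH1KD HT-1080) received compounds 2 h after plating at 750 cells/well and were kept 48 h at 37 °C in 5% FBS RPMI. A CellTiter-Glo luminescence read gave % activity for curve fitting.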
# IL1B secr inh – inflammasome signaling inhibition, IL-1 beta readout | THP-1 LPS/ATP IL-1B secretion, AlphaLISA, 16 h; active compounds read low | activity change, % at 57.5 µM | hit rate 4.7% among 360,000; in the data active means activity change below about -50%; inconclusive means mostly about -30% to -49%; further: on the % scale 0 is the no-effect control and ±100 the full control effect
#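 Secreted IL-1B measured by AlphaLISA bead assay after 16 h compound exposure of THP-1 cells; compounds (final up to 57.5 uM) added 1 h before LPS (250 ng/mL) and ATP (1.25 mM) stimulation; lower signal means less secretion.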
# ATXN viability – reduces viability in counter-screen for ATXN expression inhibitors. Potency, µM (series often up to 56.7 µM), most hits filed as cytotoxic. hit rate 0.49% among 400,000. S2 cells (HEK-293 line with an ATXN2-luciferase reporter) viability, CellTiter-Fluor protease fluorescence, 24 h. AID 651635; further: potency means the concentration at half of the fitted maximal effect; nearly all actives have a fitted effect of over 40% in size
# ATXN2 expr inh – ATXN2 expression inhibition; Potency, µM (titrated, usually from 57 µM), inactives show at the highest dose activity change, negative = inhibition, hits mostly inhibitors; hit rate 0.72% among 360,000; AID 1745845; HEK-293 ATXN2-luciferase reporter, luminescence, 24 h; further: potency means the concentration at half of the fitted maximal effect; on the % scale 0 is the no-effect control and ±100 the full control effect; nearly all actives have a fitted effect of over 55% in size
#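 ATXN2-luciferase reporter cells (luciferase flanked by upstream and downstream ATXN2 gene portions) were treated 24 h at 37 °C with compounds at up to 57 uM. SteadyGlo luminescence gave expression; GF-AFC fluorescence gave viability.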
# MCF10A rereplic – DNA re-replication induction in MCF 10a cells | MCF 10A DNA re-replication, Hoechst nuclear intensity, 48 h | Potency, µM (titrated, usually from 46.1 µM), without a hit: top-dose activity, positive = re-replication, hits mostly activators | hit rate 2.9% among 350,000 | AID 624296; further: potency means the concentration at half of the fitted maximal effect; % of control where 0% means no effect; nearly all actives have a fitted effect of over 50% in size
# KB-3-1 tox – kills parental KB-3-1 adenocarcinoma cells. Potency, µM (titrated, usually from 46.1 µM), for the others: at the highest dose activity change, negative = cytotoxic, actives largely listed as cytotoxic. KB-3-1 viability, CellTiter-Glo ATP luminescence, 72 h. hit rate 1.4% among 400,000; further: potency means the concentration at half of the fitted maximal effect; on the % scale 0 is the no-effect control and ±100 the full control effect; nearly all actives have a fitted effect of over 60% in size
#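 Cells are dispensed, compounds pinned in, plates held at 37 °C for 72 h, then CellTiter-Glo is added and luminescence read after 10 minutes. Cell line: parental KB-3-1 in phenol-red-free DMEM, 10% FBS.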
# SW480 rereplic – inducers of DNA re-replication in SW480 colon cancer cells; hit rate 1.8% among 340,000; Potency, µM (highest dose often 46.1 µM), without a hit: top-dose re-replication activation, most hits filed as activators; SW480 DNA re-replication, Hoechst DNA content imaging, 48 h; further: potency means the concentration at half of the fitted maximal effect; % of control where 0% means no effect; nearly all actives have a fitted effect of over 55% in size
#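 Quantitative HTS format with DMSO vehicle controls; 48 hr drug incubation at 37 C, then 40 min Hoechst staining and scanning imager measurement at 405 nm excitation.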
# Active calls of the source: *; i = inactive; ? = inconclusive; / = not tested or not shown; & = joins results of further samples; [ ] = dose if it differs, or a comment. Unless noted, the call rests on the fitted dose curve; in most records, active means well fitted curve in the direction sought with a large enough effect; inconclusive means small, poorly fitted or top-dose-only effect, or another doubt; inactive means no such curve, though single readings can be large; an effect the other way counts as inactive or inconclusive.
SMILES,HepG2 viability,HT1080NT lethal,HT1080 IDH1KD tx,IL1B secr inh,ATXN viability,ATXN2 expr inh,MCF10A rereplic,KB-3-1 tox,SW480 rereplic
COc1ccccc1C/C(N)=N/OC(=O)COc1cccc(C)c1,-28%,0%,-5%,0,i,4%,-31%[inhibitor],1%,-188%[inhibitor]
COc1nc(OC)nc(N2CCC(C(=O)NCC3CCCCC3)CC2)n1,4%,7%,-1%,1,i,4%,1%,1%,-15%
C#CCN1C=CC(=O)[C@@H](OC(=O)Nc2ccccc2Br)[C@H]1c1ccccc1Br,-33%,6%,3%,-17,i,-5%,-1%,3%,?
CC1C(C#N)=C(N)OC2=C1C(=O)CCC2 (stereo unspecified),10%,8%,4%,20,i,1%,6%,15%,-11%
CCCn1c(N)c(C(=O)CSc2nnc(Cc3ccccc3)o2)c(=O)n(C)c1=O,-37%,-17%,?,79,?,-34%,20%,-14%,-2%
CCCC(=N)C1=C(O)CC(CC(C)SCC)CC1=O (stereo unspecified),-4%,7%,10%,-20,i,-1%,-8%,10%,-3%
O=C(CSc1nc2ccccc2[nH]1)N/N=C/c1ccncc1,-2%,0%,-2%,41,i,10%,0%,29%,4%
CC(=O)Oc1cc2c3c(c1)/C(=C1/SC(=S)NC1=O)C(=O)N3C(C)(C)C=C2C,-15%,-22%,-12%,19,i,/,6%,-23%,-16%
CN(C)S(=O)(=O)N1CCN(c2ccc([N+](=O)[O-])c(N3CCCCC3)c2)CC1,0%,-5%,16%,22,i,-6%[11.3 µM],-4%,1%,-23%
Cc1c(N)cc[n+](CC(=O)c2ccccc2)c1C,-68%,-9%,?,-70*,i,-21%,-14%,5.2µM*,?
Cc1ccc2oc(=O)c3cnn(CC(=O)N(CCCN4CCOCC4)Cc4ccco4)c3c2c1,-5%,?,-19%,-14,?,?,0%,-11%,-1%
Cc1nc2scc(C)n2c(=O)c1S(=O)(=O)N1CCN(c2ccccn2)CC1,-5%,5%,5%,44,i,5%,0%,5%,?
Cc1ccc(/C=N/NS(=O)(=O)c2ccccc2)o1,1%,-2%,-2%,14,i,4%,3%,-1%,?
Cc1cc(NCc2ccccn2)n2ncc(-c3ccc(Cl)cc3)c2n1,-49%,?,?,-3,?,-14%,5%,-5%,?
O=C(NNC(=O)c1cccnc1Cl)c1ccc(F)cc1,0%,13%,10%,46,i,4%,-1%,0%,-9%
c1cc(C(c2nnnn2C2CCCCC2)N2CCN3CCCC3C2)ccn1 (stereo unspecified),-18%,3%,22%,-4,i,4%,0%,3%,-5%
Cc1ccc(SCCNS(=O)(=O)c2ccc(F)cc2)cc1,-26%,5%,-1%,-2,i,-11%,11%,10%,-5%
CCC(=O)Nc1sc(C(=O)Nc2ccccc2F)c(C)c1C(=O)OC,-22%,-15%,-4%,0,i,74%[activator],20%,?,-30%
CCOc1ccc(NC(=O)CN(C)C(=O)CC2CCCC2)cc1OCC,-1%,-8%,3%,-15,i,-5%,-1%,?,?
CCCNC(=O)N(C)C[C@@H]1Oc2ncc(Br)cc2C(=O)N([C@H](C)CO)C[C@@H]1C,-5%,-2%,1%,9,i,9%,/,-1%,/
CC(C)(C)C(=O)NC(=S)Nc1ccccc1F,-24%,8%,4%,6,i,29%,10%,10%,3%[9.22 µM]
Nc1nc(SCC(=O)Nc2ccc([N+](=O)[O-])cc2Br)n[nH]1,18%,4%,-1%,11,i,-1%,-4%,1%,-3%
CC1=C(c2ccc(C)c(C)c2)S(=O)(=O)N=C1N1CCC(C(=O)NCCc2ccco2)CC1,5%,/,/,/,i,-7%,/,-13%,/
Nc1ccccc1C#Cc1cnccn1,3%,0%,-1%,13,i,3%,-30%,0%,-8%
C[C@@H]1CCC[C@H](C)N1,/,/,/,/,i,0%,5%[20.6 µM],/,1%[20.6 µM]
# New compounds follow.
SMILES,HepG2 viability,HT1080NT lethal,HT1080 IDH1KD tx,IL1B secr inh,ATXN viability,ATXN2 expr inh,MCF10A rereplic,KB-3-1 tox,SW480 rereplic
COc1cccc(NC(=S)N(CCc2nc3cc(C)c(C)cc3[nH]2)Cc2cccnc2)c1,-10%,0%,3%,8,i,9%,?,-15%,7%
COc1cccc(C(=O)NC2CCCC2)c1,-1%,-13%,0%,-3,i,30%,-14%,-2%,-7%
O=C(CSc1nnc(Cn2nnc(-c3ccccc3)n2)n1-c1ccccc1)Nc1ccccc1,-13%,0%,-2%,10,i,-4%,20%,17%,0%
CC1(C(=O)NS(=O)(=O)Cc2ccccc2C(F)(F)F)CCN1C(=O)Cc1ccccc1 (stereo unspecified),-2%,11%,9%,18,i,-4%,/,0%,/
COc1ccccc1-c1sc2ccccc2c1C#Cc1ccc(N(C)C)cc1,-3%,-2%,-5%,3,/,-4%,?,5%,8.2µM*
COc1ccc(CNc2ncnc3c2cnn3-c2ccc(C)c(C)c2)cc1,-16%,/,/,/,i,21%,/,13%,/
COc1cc(C(=O)OCCCN2CCOCC2)cc(OC)c1OC,-4%,13%,7%,-2,?,/,/,7%,/
CCCOc1ccc(C(=O)C(CN2CCOCC2)c2ccccc2)cc1 (stereo unspecified),-92%,18µM*,16µM*,-97*,?,20µM*,18µM*,?,11µM*
O=C(NCCC1=CCCCC1)c1ccc(-n2cncn2)cc1,11%,17%,13%,0,i,19%,-5%,8%,?
O=C(Nc1ccc(NC(=O)c2cccs2)cc1)c1ccc2c(c1)OCCO2,-17%,-8%,2%,33,?,/,-2%,3%,-15%
O=C(CSc1ccc(Cl)cc1)NNC(=O)c1cccnc1,-40%,1%,12%,14,?,-8%,-3%,11%,-3%
COc1ccc(C(=S)N(C)C)cc1OC,-16%,1%,8%,4,i,-8%,-2%,0%,-4%
CCCOc1ccc(-c2csc3ncn(Cc4ccc(C(=O)O)cc4)c(=O)c23)cc1,0%,-7%,-6%,5,i,/,1%,0%,3%
COc1ccccc1CNC(=O)C1CCN(S(=O)(=O)c2ccc3c(c2)C(C)(C)C(=O)N3C)CC1,6%,?,4%,-4,i,16%,3%,-4%,-5%
COc1ccc(N(C(=O)CNS(=O)(=O)c2ccccc2)C(C(=O)NCc2ccco2)C(C)C)cc1 (stereo unspecified),-1%,-1%,4%,-9,i,-9%,-13%,7%,1%
CS(=O)(=O)Nc1ccc(-c2ccc3nccn3c2)cc1,17%,?,3%,10,i,2%,/,0%,/
COc1ccc(C(=O)N2CCC(C(=O)O)CC2)c2ccccc12,13%,0%,-1%,2,i,-13%,0%,-3%,-2%
Cc1cc(C(=O)Cn2nc(C(=O)O)c3ccccc3c2=O)c(C)n1-c1ccc(OC(F)F)cc1,-37%,-26%,-16%,16,?,/,42%,-14%,-1%
CN1CCN(CCCN(Cc2cccs2)C(=S)Nc2ccc(Cl)cc2)CC1,-21%,-20%,-18%,-65*,i,-19%,?,-17%,-22%
COc1ccc2c(c1)nc(SCC(=O)c1ccc(Br)s1)n2C,-3%,-6%,-23%,-2,i,-5%,15µM*,1%,?
CCCCCCCCNC(=O)c1cnccn1,3%,7%,9%,12,?,1%,5%,14%,?
O=C(c1cnccn1)N1CCN(S(=O)(=O)c2ccc3ccccc3c2)CC1,5%,2%,-4%,2,i,-9%,1%,-12%,-25%
CC(C)c1ccc(NC2CCCN(C(=O)c3cccs3)C2)cc1 (stereo unspecified),-23%,1%,-5%,-20,i,-8%,19%,1%,-4%
O=C(Nc1nc(-c2ccc(Cl)cc2)cs1)NC1CCCCC1,-35%,-25%,?,0,i,-10%,?,?,/
CCOc1ccc(N(CC(=O)NCCSCc2ccccc2)S(C)(=O)=O)cc1,-11%,-5%,-3%,12,i,/,14%,-9%,2%
# Later entries
SMILES,HepG2 viability,HT1080NT lethal,HT1080 IDH1KD tx,IL1B secr inh,ATXN viability,ATXN2 expr inh,MCF10A rereplic,KB-3-1 tox,SW480 rereplic
CCNC(=O)C12CCC(C)(C(=O)O1)C2(C)C (stereo unspecified),3%,-5%,-2%,-6,i,11%,?,2%,-5%
CS(=O)(=O)N1Cc2ccccc2CC1C(=O)OCC(=O)NCCc1ccc(S(N)(=O)=O)cc1 (stereo unspecified),8%,-3%,-4%,-1,i,-1%,15%,/,4%
CCn1c(COc2cccc3ccccc23)nnc1SCC(=O)OC1CCCCC1,-23%,10%,23%,-19,i,-2%,?,-9%,-1%
CCCCc1ccc(NC(=O)N[C@@H](CC(C)C)C(=O)O)cc1,-5%,-5%,-9%,63,i,-2%,2%,7%,-8%
Cc1ccc(N=Cc2sc(O)c3ccccc23)cc1,-14%,0%,0%,40,i,177%[activator],?,16%,-1%
COC(=O)c1cc2occc2n1Cc1nc(-c2ccc(Cl)cc2)oc1C,-65%&8%,1%,11%,7,i,12%&9%,19%,0%&-15%,-3%
CC(C)NC(=O)c1cccc2c1-c1ccccc1C2=O,-67%,3%,12%,-1,i,11%,7%,2%,-4%
COc1ccc(CCNC(=O)CSc2nc3sc(C(=O)O)c(C)c3c(=O)[nH]2)cc1OC,-14%,-4%,0%,-7,i,8%,-1%,0%,19%
CC(C)(C)NC(=O)C1CN(S(=O)(=O)c2ccccc2)CCN1S(=O)(=O)c1ccccc1 (stereo unspecified),0%,0%,4%,4,i,1%,-3%,13%,-1%
Cc1ccc(CNC(=O)C2(S(=O)(=O)c3ccccc3)CC=CC2)cc1,2%,3%,2%,-5,i,55%[activator],1%,-2%,-2%

# Compound profiles (already shown):
# CC(C)(C)NC(=O)C1CN(S(=O)(=O)c2ccccc2)CCN1S(=O)(=O)c1ccccc1 (stereo unspecified) in the list: HepG2 viability: 0%; HT1080NT lethal: 0%; HT1080 IDH1KD tx: 4%; IL1B secr inh: 4; ATXN viability: i; ATXN2 expr inh: 1%; MCF10A rereplic: -3%; KB-3-1 tox: 13%; SW480 rereplic: -1%
# COc1ccc(CCNC(=O)CSc2nc3sc(C(=O)O)c(C)c3c(=O)[nH]2)cc1OC in the list: HepG2 viability: -14%; HT1080NT lethal: -4%; HT1080 IDH1KD tx: 0%; IL1B secr inh: -7; ATXN viability: i; ATXN2 expr inh: 8%; MCF10A rereplic: -1%; KB-3-1 tox: 0%; SW480 rereplic: 19%
